PI4K2A inh: PI4K2A (human) kinase inhibition | Q9BTU6 | purified PI4K2A, ADP-Glo luminescence, 1 h; stronger effect = lower value | activity change, negative = inhibition, % at 76.9 µM | 420,000 tested, 0.13% active | AID 1346378; in the data active means activity change below about -50%; inconclusive means mostly about -30% to -49%;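 further: -100% = wells without enzyme as full effect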
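In this quantitative HTS, ADP production by PI4K2A was quantified luminescently after 1 h at ambient temperature; 100 microM adenosine served as plate-quality control.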
BAZ2B block: blocks human BAZ2B; Q9UIF8; AlphaScreen BAZ2B-H3K14Ac peptide displacement; Potency, µM (top dose mostly 114 µM), for inactives: at the highest dose activity change, negative = inhibition, usual class: inhibitors; 360,000 tested, 4.4% active; AID 504333; further: potency means the concentration at half of the fitted maximal effect; on the % scale 0 is the no-effect control and ±100 the full control effect; nearly all actives have a fitted effect of over 60% in size
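BAZ2B (50 nM) with biotin-H3(5-23)K14Ac peptide (50 nM) in PBS pH 7.4, 0.01% Tween-20, preformed 30 min, then compound 30 min at room temperature; top concentration 110uM. AlphaScreen streptavidin donor/nickel chelate acceptor beads (10 ug/mL final), 20 min dark, signal read.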
ERG Ets-DNA blk: ERG Ets/DNA interaction inhibition; P11308; Potency, µM (doses to about 76.9 µM), for the others: top-dose FP activity, negative = inhibition, hits mostly inhibitors; fluorescence polarization, His-ERG Ets domain / labelled DNA; 370,000 tested, 0.028% active; AID 624246; active means well fitted inhibition curve with a large enough effect in the polarisation, with a control signal flat; inconclusive means small, poorly fitted or top-dose-only effect, or effect the other way, or a change in a side signal; inactive means no such curve, though single readings can be large or run the other way; the % refers to the polarisation;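 further: polarization taken with two DNA probes labelled with fluorescein and Texas red; potency means the concentration at half of the fitted maximal effect; % of control where 0% means no effect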
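His-tagged ERG Ets domain (1 uM in the protein solution; 300mM KCl, 50mM Tris-HCl, 1mM EDTA, 1mM DTT, pH 7.5) received compound, then a probe mix of 5 nM fluorescein-DNA and 100nM Texas-615-DNA. Fluorescence polarization was read for both dyes.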
G9a block: blocks human histone lysine methyltransferase G9a; Q96KQ7; G9a H3K9 monomethylation, AlphaScreen, 2 h; Potency, µM (top dose mostly 102 µM), for the others: at the highest dose activity, negative = inhibition, most hits filed as inhibitors; 350,000 tested, 8.8% active; AID 504332; further: potency means the concentration at half of the fitted maximal effect; on the % scale 0 is the no-effect control and ±100 the full control effect; nearly all actives have a fitted effect of over 75% in size
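Signal arises when biotinylated H3K9 peptide, once monomethylated, bridges streptavidin donor and antibody-captured acceptor beads. Enzyme at 20 nM was preincubated 15 min with test compounds; peptide 500 nM and SAM 20 uM then reacted for 2 h.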
Pin1 inh: blocks the human prolyl isomerase Pin1; Q13526; Pin1 FP peptide displacement, HiFluor488, 10 min; Potency, µM (doses to about 115 µM), for the others: at the top dose activity, negative = inhibition, usual class: inhibitors; 390,000 tested, 0.009% active; AID 504891; active means well fitted inhibition curve with a large enough effect in the polarisation, with a control signal flat, not every such curve was filed as active; inconclusive means small, poorly fitted or top-dose-only effect, or effect the other way, or a change in a side signal; inactive means no such curve, though single readings can be large or run the other way; the % refers to the polarisation; further: potency means the concentration at half of the fitted maximal effect; on the % scale 0 is the no-effect control and ±100 the full control effect
PGK inhibitor: T. brucei PGK inhibition; Potency, µM (series often up to 57.5 µM), inactives show at the top dose activity change, negative = inhibition, usual class: inhibitors; PGK/GAPDH coupled, Kinase-Glo luminescence, 60 min; AID 602233; 380,000 tested, 0.043% active; P07378; further: potency means the concentration at half of the fitted maximal effect; on the % scale 0 is the no-effect control and ±100 the full control effect; nearly all actives have a fitted effect of over 60% in size
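Recombinant glycosomal PGK reaction used 1,3-bisphosphoglycerate generated in-well by GAPDH (100nM final) in 100mM TEA pH 7.6, 5mM MgCl2, 0.01% Tween-20. After 60 minutes at room temperature, ATP was read by Kinase-Glo Plus luminescence end-point.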
GLS inh: glutaminase GLS (human) inhibition | O94925 | GLS enzymatic activity, qHTS titration | Potency, µM (series often up to 45.5 µM), for the others: at the top dose activity change, negative = inhibition, actives largely listed as inhibitors | 410,000 tested, 0.21% active | AID 624170; further: potency means the concentration at half of the fitted maximal effect; on the % scale 0 is the no-effect control and ±100 the full control effect
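hKGA in 45 mM KH2PO4 pH 8.2, 0.02% Tween-20 with pin-transferred compounds; 1 mM L-glutamine (stock) plus glutamate oxidase/HRP/Amplex Red coupling added. Fluorescence read initially and after 30 min at RT.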
JMJD2A Tudor inh: inhibitors of human JMJD2A Tudor domain. Potency, µM (series often up to 114 µM), without a hit: top-dose activity change, negative = inhibition, hits mostly inhibitors. 390,000 tested, 4.4% active. O75164. AlphaScreen JMJD2A-Tudor / H3K4me3 peptide binding; further: potency means the concentration at half of the fitted maximal effect; on the % scale 0 is the no-effect control and ±100 the full control effect; nearly all actives have a fitted effect of over 50% in size
Target sequence (O75164 whole entry, looked up, the tested form may be a part): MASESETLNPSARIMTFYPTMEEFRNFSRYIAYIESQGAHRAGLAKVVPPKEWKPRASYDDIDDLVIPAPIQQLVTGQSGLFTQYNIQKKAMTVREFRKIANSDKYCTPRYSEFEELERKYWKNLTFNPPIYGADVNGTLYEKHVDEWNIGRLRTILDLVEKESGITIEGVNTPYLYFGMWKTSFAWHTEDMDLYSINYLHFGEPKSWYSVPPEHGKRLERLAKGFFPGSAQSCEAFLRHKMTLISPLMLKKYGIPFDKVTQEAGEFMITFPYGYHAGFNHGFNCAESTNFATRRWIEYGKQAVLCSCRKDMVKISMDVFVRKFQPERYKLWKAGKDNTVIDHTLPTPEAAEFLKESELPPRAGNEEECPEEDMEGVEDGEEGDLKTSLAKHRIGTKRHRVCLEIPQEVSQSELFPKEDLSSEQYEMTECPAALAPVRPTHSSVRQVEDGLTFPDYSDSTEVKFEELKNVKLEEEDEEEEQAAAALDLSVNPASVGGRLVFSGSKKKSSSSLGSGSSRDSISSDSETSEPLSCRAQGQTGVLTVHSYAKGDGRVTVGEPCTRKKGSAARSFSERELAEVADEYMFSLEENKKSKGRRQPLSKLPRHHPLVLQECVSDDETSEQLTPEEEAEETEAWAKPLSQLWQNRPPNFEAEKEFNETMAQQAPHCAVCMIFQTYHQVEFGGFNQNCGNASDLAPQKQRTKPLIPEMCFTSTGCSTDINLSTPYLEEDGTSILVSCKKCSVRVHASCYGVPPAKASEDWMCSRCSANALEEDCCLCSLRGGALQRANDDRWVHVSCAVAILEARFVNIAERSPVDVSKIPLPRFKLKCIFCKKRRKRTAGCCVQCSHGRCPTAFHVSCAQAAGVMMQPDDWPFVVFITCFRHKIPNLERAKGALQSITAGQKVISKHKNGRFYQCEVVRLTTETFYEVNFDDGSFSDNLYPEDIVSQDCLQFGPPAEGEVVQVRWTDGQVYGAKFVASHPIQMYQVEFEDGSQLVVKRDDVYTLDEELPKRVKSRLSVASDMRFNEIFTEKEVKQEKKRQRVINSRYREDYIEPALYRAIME
HP1b binding inh: HP1-beta chromodomain-methylated histone interaction inhibition; 390,000 tested, 0.56% active; Potency, µM (top dose mostly 114 µM), for the others: at the highest dose activity change, negative = inhibition, hits mostly inhibitors; AlphaScreen HP1-beta / biotin-H3K9me3 peptide binding; AID 540317; further: potency means the concentration at half of the fitted maximal effect; nearly all actives have a fitted effect of over 70% in size; inactives centre near 23
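HP1-beta protein (50 nM final) preincubated 30 min at room temperature with biotinylated H3(1-18)K9me3 peptide (50 nM) in PBS pH 7.4, 0.01% Tween-20, then compound added for 30 min. AlphaScreen streptavidin donor/nickel chelate acceptor beads (10 ug/mL final), 30 min dark, luminescence read.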
The depositor's hits bear a star; i = inactive; ? = inconclusive; nt = no result given; [ ] = dose if it differs, or a comment. Unless noted, the call rests on the fitted dose curve; in most records, active means well fitted curve in the direction sought with a large enough effect; inconclusive means small, poorly fitted or top-dose-only effect, or another doubt; inactive means no such curve, though single readings can be large; an effect the other way counts as inactive or inconclusive.

SMILES	PI4K2A inh	BAZ2B block	ERG Ets-DNA blk	G9a block	Pin1 inh	PGK inhibitor	GLS inh	JMJD2A Tudor inh	HP1b binding inh
Cc1ccsc1CN(C(=O)c1oc2cc(Br)ccc2c1C)C1CCS(=O)(=O)C1 (stereo unspecified)	-3	-9%	1%	-31%[59 µM]	29%	nt	-9%	-17%	16%
CCN(c1ccc(NC(=O)COC(=O)c2ccc(S(=O)(=O)N3CCCC3)cc2)cc1)C(C)C	-1	3%	-1%	?	-5%	-1%	3%	-12%	16%
COc1ccc(Cc2noc(CN(C)CCN3CCc4ccccc4C3)n2)cc1OC	-1	-32%	-4%	21%[59 µM]	-2%	-1%	7%	-21%	22%
Cc1ccc2c(c1)C1CN(C)CCC1N2S(=O)(=O)c1ccccc1F (stereo unspecified)	-13	0%	6%	0%[12.7 µM]	4%	1%	2%	-20%	16%
Cc1c(NS(=O)(=O)c2cccc(C(=O)NCc3ccccc3)c2)c(=O)n(-c2ccccc2)n1C	0	?	-5%	2%	4%	-2%	-14%	-10%	35%[activator]
CCOC(=O)C1CCN(C(=O)CN2C(=O)c3cccnc3Oc3ccc(C)cc32)CC1	-6	-1%	-6%	12%	-7%	-6%	-6%	-14%	31%
COc1ccc(S(=O)(=O)N2CCN(c3nc(-c4cccnc4)nc4ccccc34)CC2)cc1	2	-2%	1%	?	51%[activator]	-1%	-1%	-17%	24%
CCCC(=O)NNC(=O)c1ccoc1C	4	8%	5%	13%[59 µM]	3%	9%	-11%	1%	26%
COc1ccccc1NC(=O)C1CCOC1=O (stereo unspecified)	4	nt	-8%	nt	-1%	-4%	-9%	-7%	22%
Cn1c(N)c(C(=O)COC(=O)c2cccnc2Cl)c(=O)n(C)c1=O	-1	-10%	-6%	22%	-4%	1%	6%	5%	30%
CCc1nc2oc3ccccc3c(=O)c2c(=O)n1-c1ccccc1	5	-2%	4%	-11%[2.33 µM]	10%	-3%	1%	-10%	28%
O=C1N(c2ccc(Cl)cc2)C(c2ccc(Cl)cc2)N2CCCN12 (stereo unspecified)	-1	-2%	-6%	16%	-6%	3%	13%	6%[57.1 µM]	79%[activator]
O=C(CCCC(=O)N(CC(=O)NC1CCCC1)c1ccc(F)c(Cl)c1)Nc1ccccn1	1	-2%	-5%	29%	1%	-4%	0%	-14%	11%
c1ccc(-n2ncc3c(NCC4CCCO4)ncnc32)cc1 (stereo unspecified)	3	-7%	3%	6%[0.0925 µM]	-5%	2%	3%	0%	26%
COCCNc1nnc(SCC(=O)NC(=O)c2ccc(Cl)cc2)s1	0	-2%	-2%	-44%	1%	-4%	?	-17%	3%
O=C(NCCCc1ccccc1)C1CC(=O)N(c2ccc3c(c2)OCCO3)C1 (stereo unspecified)	7	-1%	7%	-2%[59 µM]	1%	2%	-3%	-10%	28%
O=c1[nH]c(CSc2nnc(NCCCN3CCOCC3)s2)nc2cc(Cl)ccc12	-3	-3%	-3%	-43%[59 µM]	2%	7%	22%	-11%	13%
Cc1ccnc(N2CCC(C(=O)NNC(=O)c3ccncc3)CC2)n1	-1	4%	0%	25%	-5%	-11%	2%	-8%	29%
CCn1c(CC(=O)Nc2ccccc2C)nnc1SCC(=O)NC1=NCCS1	5	-38%	13%	-3%	-2%	-2%	-8%	-18%	-8%
COc1ccc(N2C(=O)CC(Sc3nc4ccccc4s3)C2=O)cc1 (stereo unspecified)	1	-21%	21%	25µM*	7%	-9%	0%	-3%	41%
Cc1ccc(Cn2cccc(NC(=O)CCC3CCCC3)c2=O)cc1	-2	2%	-5%	28%	16%	i	-4%	6%	16%
CCN(C(=O)COC(=O)c1ccc(C=O)cc1)c1c(N)n(Cc2ccccc2)c(=O)[nH]c1=O	-25	-4%	-7%	-47%[12.7 µM]	1%	-7%	-1%	-12%	55%[activator]
CC12CN(C(=O)c3ccccc3Br)CC(C)(CN(C(=O)c3ccccc3Br)C1)C2=O	-2	-1%	-7%	7%	-1%	-4%	5%	3%	30%
Cc1ccc(-c2nc3cc(Cl)ccc3o2)cc1NC(=O)c1cc2ccccc2o1	-2	2%	-1%	-4%[59 µM]	-23%	1%	-1%	-16%	13%
COc1ccc(C)cc1NC(=O)C12CCC(C)(C(=O)O1)C2(C)C (stereo unspecified)	0	4%	-2%	4%[59 µM]	3%	5%	14%	1%	38%

Following part:
SMILES	PI4K2A inh	BAZ2B block	ERG Ets-DNA blk	G9a block	Pin1 inh	PGK inhibitor	GLS inh	JMJD2A Tudor inh	HP1b binding inh
COCCCN(C(=O)c1ccc2ccccc2n1)c1c(N)n(Cc2ccccc2)c(=O)[nH]c1=O	-4	-30%	7%	-14%[12.7 µM]	-4%	2%	5%	-11%	35%
CCOC(=O)c1ccc(NC(=O)COc2cc3oc(=O)c(CC(C)O)c(C)c3cc2Cl)cc1 (stereo unspecified)	-3	-3%	-11%	4%[12.7 µM]	5%	1%	3%	-7%	38%[activator]
COc1ccc(-c2[nH]ncc2/C=C(/C#N)C(=O)NC2CCCCCC2)cc1	-5	?	-2%	3%[12.7 µM]	17%	-5%	-6%	4%	35%
Cc1ccc(NC(=O)COC(=O)C2COc3ccccc3O2)cc1S(=O)(=O)N1CCOCC1 (stereo unspecified)	-1	-5%	2%	-5%[59 µM]	4%	-11%	4%	-12%[57.1 µM]	40%[activator]
CCCCNC(=O)Nc1c(C(=O)OCC)[nH]c2ccccc12	-1	63%[activator]	-5%	28%[59 µM]	3%	-5%	4%	-13%	15%
O=S1(=O)CCC(=Nc2ccc(Cl)cc2)c2ccsc21	5	-13%	-12%	?	1%	-6%	2%	-19%	34%
NC(=O)CSc1nc(N)c2c3c(sc2n1)CCCCC3	-3	12%	-5%	19%	5%	-3%	3%	-18%	10%
CN1CCC(N(C)C(=O)CCc2nc3ccccc3c(=O)[nH]2)CC1	4	24%	-2%	-16%[12.7 µM]	4%	-6%	-2%	-13%	30%[activator]
O=c1c2ccc(Cl)cc2nc(-c2ccc([N+](=O)[O-])cc2)n1O	2	?	40%[activator]	3%[12.7 µM]	-2%	0%	-2%	-15%	23%
CC(C)CC(C(=O)OCC(=O)Nc1ncc(Cl)cc1Cl)N1C(=O)c2ccccc2C1=O (stereo unspecified)	0	?	-24%	?	15%	-1%	-8%	-24%	24%
CC(=O)c1ccc(-n2nncc2C(C)(C)C)cc1	-1	-3%	nt	-28%[59 µM]	-13%	i	-14%	-2%	22%
O=C(/C=C/c1ccco1)NCC1CCCO1 (stereo unspecified)	-5	-2%	27%	nt	-14%	-2%	-7%	-6%	39%
C/C(=N\Nc1nc2c(s1)CCCC2)c1ccc(Cl)cc1	-8	45µM*	3%	?	7%	i	8%	?	-23%
CC(C)(C)OC(=O)N1CCC(c2c(C(=O)NCc3ccccc3)cnn2-c2cccc(F)c2)CC1	-1	8%[57.1 µM]	5%	-23%[59 µM]	-1%	-4%	10%	-34%	-5%
CCOC(=O)Nc1sc(C)nc1-c1ccccc1	8	22%	-1%	-1%	11%	-2%	4%	-11%	9%
Cc1ccc(CN(c2ccc(C(=O)NCC3CCCO3)cc2)S(C)(=O)=O)cc1 (stereo unspecified)	8	-24%	-7%	26%	-3%	-3%	-2%	-9%	32%
CC(C)(C)c1ccc(OCC(O)CS(=O)(=O)c2ccccn2)cc1 (stereo unspecified)	6	nt	2%	-2%[59 µM]	7%	i	-10%	-11%	60%[activator]
CCOc1ccccc1NC(=O)COc1ccc2ccc(=O)oc2c1	3	-1%	?	25%	0%	4%	2%	-3%	4%
Cc1ccc(C)c(OCCC(=O)NCCc2ccc(F)cc2)c1	3	-3%	11%	nt	-14%	-1%	-7%	19%	55%[activator]
O=C(OCC(=O)N1CCCC1)c1cc2c(cc1[N+](=O)[O-])OCCO2	7	4%	-1%	7%[2.33 µM]	2%	i	1%	-17%	44%[activator]
COc1cc(OC)cc(-c2nc3ccccc3c(=O)n2OC(=O)c2ccc(Br)cc2)c1	4	?	0%	?	-2%	3%	10%	20µM*	8%
COc1ccc(CSc2nnc(NC(C)=O)s2)cc1[N+](=O)[O-]	0	-1%	-3%	nt	2%	-8%	1%	?	25%
O=C(c1ccc2oc(CCc3ccccc3)nc2c1)N1CC[C@H](O)C1	-1	3%	8%	85%[activator]	2%	6%	3%	-14%	20%[57 µM]
Cc1nn(S(=O)(=O)N2CCCCC2)c(C)c1Br	0	26%	7%	15%[59 µM]	?	-3%	-17%	40%[activator]	36%
Cc1cc(C)n2nc(SCn3nnc4ccccc4c3=O)nc2n1	-6	-1%	nt	-28%	17%	nt	-2%	-12%	36%[activator]
COc1ccccc1CN1CC(C(=O)NCCc2ccccc2Cl)CCC1=O (stereo unspecified)	0	-6%	-3%	-12%	-5%	8%	5%	16%	35%[activator]
Cc1ccccc1NC(=O)NCCCN1CCN(C2CCCCC2)CC1	4	2%	-2%	-6%[12.7 µM]	-1%	1%	7%	-14%	12%
Nc1nc2c(nc(Br)n2[C@@H]2O[C@@H]3COP(=O)(O)O[C@H]3[C@H]2O)c(=O)[nH]1	4	nt	-6%	nt	4%	-3%	2%	-17%	-1%
N#CC1=C(N)N=C(SCc2cccc3ccccc23)C(C(N)=O)C12CCCCC2 (stereo unspecified)	-7	?	0%	45µM*	-1%	i	8%	56µM*	-34%
O=C(OC1CCN(c2ncc(C(F)(F)F)cc2Cl)CC1)c1ccccc1	4	63%[activator]	0%	59%[activator][12.7 µM]	0%	4%	-1%	40%[activator]	66%[activator]
